# Gli-Sufu block: blocks Gli-Sufu signaling in a luciferase reporter. Sufu-KO-LIGHT fibroblasts, Gli luciferase reporter luminescence. inhibition, % at 5 µM. 0.74% of 340,000 active. AID 588413;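 active = inhibition above about 55%, limit read from the data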;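 note: 0% = DMSO-treated cells and 100% = wells with medium but no cells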
# EBI2 block: antagonists of human EBI2 receptor; inhibition, % at 5 µM; EBI2 beta-arrestin recruitment, luminescence, 7a,25-OHC stimulated; P32249; 0.81% of 360,000 active; in the data active = inhibition above about 38%;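 note: enzyme fragment complementation signal reports receptor beta-arrestin coupling in cells; 0% = agonist plus DMSO wells and 100% = wells without agonist; some results beyond the cut were filed as inactive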
# Target sequence (P32249 whole entry, looked up, the tested form may be a part): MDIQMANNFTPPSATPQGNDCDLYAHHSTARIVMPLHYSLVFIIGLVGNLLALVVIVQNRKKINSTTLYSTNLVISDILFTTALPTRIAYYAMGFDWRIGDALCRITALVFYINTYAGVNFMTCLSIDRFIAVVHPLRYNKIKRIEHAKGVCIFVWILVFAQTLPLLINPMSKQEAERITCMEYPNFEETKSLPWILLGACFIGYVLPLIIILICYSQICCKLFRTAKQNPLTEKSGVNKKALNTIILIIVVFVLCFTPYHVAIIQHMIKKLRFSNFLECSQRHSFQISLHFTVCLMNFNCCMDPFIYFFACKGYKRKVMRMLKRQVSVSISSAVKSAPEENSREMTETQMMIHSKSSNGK
# UBC13 polyUb: blocks human UBC13 polyubiquitin chain formation; P61088; TR-FRET; inhibition, % at 20 µM; 0.47% of 330,000 active; AID 485273; in the data active = inhibition above about 45%, passing the limit was not always enough
# Target sequence (P61088 whole entry, looked up): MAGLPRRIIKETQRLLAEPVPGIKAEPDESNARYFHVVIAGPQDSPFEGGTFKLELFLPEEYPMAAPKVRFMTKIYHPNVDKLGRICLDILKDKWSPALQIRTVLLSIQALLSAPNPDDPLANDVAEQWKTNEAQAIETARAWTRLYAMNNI
# SENP8 block: blocks the human protease SENP8; 1.2% of 330,000 active; purified SENP8, Z-RLRGG-aminoluciferin cleavage, luminescence; Q96LD8; inhibition, % at 10 µM
# Target sequence (Q96LD8 whole entry, looked up): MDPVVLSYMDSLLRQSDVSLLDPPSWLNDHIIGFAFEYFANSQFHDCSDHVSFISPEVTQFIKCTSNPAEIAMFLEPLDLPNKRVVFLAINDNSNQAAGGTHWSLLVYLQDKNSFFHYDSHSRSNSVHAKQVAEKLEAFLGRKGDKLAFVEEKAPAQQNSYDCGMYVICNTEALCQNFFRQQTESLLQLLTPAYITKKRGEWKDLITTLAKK
# CCR6 antagonist: CCR6 (human) receptor antagonism. 0.49% of 340,000 active. CHO-K1 CCR6 PathHunter beta-arrestin, luminescence, CCL20-stimulated. P51684. inhibition, % at 20 µM;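 active = compounds whose inhibition of the agonist-driven luminescence signal at 20 µM reaches about 50%, limit read from the data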;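 note: cells stimulated with CCL20 at 14 nM final; plate controls were DMSO with CCL20 for no effect and DMSO without agonist for full effect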
# Target sequence (P51684 whole entry, looked up): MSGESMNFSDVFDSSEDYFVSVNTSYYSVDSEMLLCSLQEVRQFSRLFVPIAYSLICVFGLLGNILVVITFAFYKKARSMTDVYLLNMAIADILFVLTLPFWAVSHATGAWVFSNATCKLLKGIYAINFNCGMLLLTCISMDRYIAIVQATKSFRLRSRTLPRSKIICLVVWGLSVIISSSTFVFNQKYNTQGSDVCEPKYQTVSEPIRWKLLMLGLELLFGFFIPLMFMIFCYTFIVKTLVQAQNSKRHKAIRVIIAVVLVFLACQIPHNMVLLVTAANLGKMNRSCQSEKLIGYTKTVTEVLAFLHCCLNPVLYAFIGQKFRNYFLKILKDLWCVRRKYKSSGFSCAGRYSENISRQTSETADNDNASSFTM
# Apaf1 inhib: human Apaf-1 inhibition. O14727. reconstituted apoptosome caspase-3 activity, DEVD-Rh110 fluorescence. inhibition, % at 20 µM. 0.71% of 330,000 active. AID 489030; active = inhibition of at least 40% at 20 µM;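 note: plate controls were DMSO wells for no effect and DEVD-CHO caspase inhibitor wells for full effect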
#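 Material: cell-free apoptosome with Apaf-1, procaspase-3 and caspase-9; Buffer or medium: Hepes pH 7.5 with detergent and BSA; Reagent: cytochrome c trigger plus (Z-DEVD)2-Rh110 caspase-3 substrate; Times: compound with Apaf-1, dATP, procaspase-3 30 min, then 50 min reaction, room temperature; Technique: Rh110 fluorescence intensity.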
# Jurkat NFkB inh: inhibitors of the PMA/ionomycin-induced NF-kB reporter in Jurkat cells; inhibition, % at 4 µM; 0.53% of 330,000 active; PMA/ionomycin-induced NF-kB luciferase reporter, luminescence
# 697 NFkB inh: inhibitors of the PMA/ionomycin-induced NF-kB reporter in 697 B cells | 697 B-cell NF-kB luciferase reporter, 16 h | inhibition, % at 4 µM | 0.33% of 330,000 active | AID 435022; in the data active = inhibition above about 35%
# * marks the source's active call; other numbers are inactive results; nt = no result given. Cut-off read from the data, not from the text of the source, unless noted: active = inhibition above about 50%; inactive = the rest.
SMILES,Gli-Sufu block,EBI2 block,UBC13 polyUb,SENP8 block,CCR6 antagonist,Apaf1 inhib,Jurkat NFkB inh,697 NFkB inh
Cc1cccc(-c2nc(CSCC(=O)NCCCN3CCOCC3)c(C)o2)c1,-2,-4,-4,-3,11,0,-2,-9
CC1=NN(C(=O)CCc2ccccc2)C(O)(c2ccncc2)C1 (stereo not given),-11,13,4,-6,16,-1,-1,17
CCOc1ccc(NC(=O)c2cc3ccccc3cc2OC)cc1,-18,54*,10,13,-2,13,-34,-98
O=C(CCCCCN1C(=O)c2ccccc2C1=O)Nc1ccc(F)cc1,-29,8,36,1,7,3,-2,23
N#Cc1ccccc1NC(=O)Nc1ccccc1,4,-9,8,-51,4,11,2,8
COc1ccc(N2C(=O)C3CCCN3C2=O)cc1 (stereo not given),-5,-1,0,-1,7,-2,7,15
CC(C)(C)c1ccc(/C=N/N2C(=O)CSC2=S)cc1,12,2,-5,-14,-11,7,15,24
O=C(NNC(=O)c1ccccc1Cl)c1csc(N2CCOCC2)n1,-11,-4,2,0,-3,1,15,1
CCC(CC)C(=O)Nc1cc([N+](=O)[O-])ccc1F,-5,-12,-8,-7,-5,0,-2,9
CC1(OC(=O)CCc2ccccc2)C(=O)C=C2C=C(c3ccc(C#N)cc3)N(CCN3CCOCC3)C=C2C1=O (stereo not given),21,-11,-46,-1,-16,23,6,20
Cc1ccc(CN(C(=O)N2CCN(C)CC2)S(=O)(=O)c2ccc(C)cc2)cc1,-4,-7,-5,-11,2,-3,5,-1
COc1ccc(CCNC(=O)c2cc(=O)[nH]c3ccc(Br)cc23)cc1OC,1,-2,-7,0,6,-6,11,-1
C[C@@H](CSc1ccc(Br)cc1)CN1CC[C@H](NC(=O)OCc2ccccc2)CCC1=O,-29,6,11,-16,11,40*,-9,-19
CCCCC1CCC(C(=O)N2CCOCC2)CC1 (stereo not given),-3,3,1,1,7,-3,0,2
CCN(CC)S(=O)(=O)c1cccc(-c2nnc(SCC#N)n2Cc2ccccc2)c1,0,2,2,-1,0,2,-5,-16
Cc1c(OCC(=O)Nc2cccnc2)ccc2c3c(c(=O)oc12)CCC3,5,-1,4,-15,18,10,-37,-12
Cc1cccc(OCC(=O)NCCCNC(=O)c2ccco2)c1,23,2,4,3,-5,1,-5,9
COc1ccc2cc1Oc1ccc(cc1)CC1c3c(cc(OC)c4c3Oc3cc5c(cc3O4)CCNC5C2)CCN1C (stereo not given),8,14,110*,-5,35,41*,27,14
COC(=O)C1=C(C)N(c2cccc(OC)c2)C(=O)/C1=C\c1ccco1,6,4,-7,6,25,-1,-15,-16
COc1ccc(CCCCCCOCc2ccccc2)cc1,-14,0,-4,-17,23,14,-4,4
O=C1NN(c2ccccc2)C(=O)/C1=C\c1cccc(OC(=O)c2cccs2)c1,3,-5,-19,29,33,28,11,-9
CCCCn1c(SCC(=O)N2CC(=O)Nc3ccccc32)nnc1-c1ccoc1C,-5,2,-1,-8,15,18,3,8
COC(=O)c1ccc(COC(=O)CNC(=O)c2ccc(OC)cc2)cc1,-42,-6,3,-5,15,-2,6,-74
O=C(CSc1nnc(-c2cccs2)o1)N1CCCCC1,-75,-14,7,4,5,-6,-54,-66
CCOC(=O)C(C)(C)Sc1ncnc2nc[nH]c12,2,-9,-1,-1,-16,-17,-11,-9
# Next section
SMILES,Gli-Sufu block,EBI2 block,UBC13 polyUb,SENP8 block,CCR6 antagonist,Apaf1 inhib,Jurkat NFkB inh,697 NFkB inh
CC1(C)Cc2cccc(OCC(=O)N3CCN(c4ccc(F)cc4)CC3)c2O1,-3,1,5,12,9,1,9,6
CCc1nnc(NC(=O)CSc2ccc(-c3cccs3)nn2)s1,3,4,-21,-7,-7,11,-2,-19
CN(Cc1ccccc1)S(=O)(=O)c1ccc2c(c1)OCCO2,-5,-9,8,-5,19,-1,10,-7
CS(=O)(=O)c1ccc2nc(NC(=O)c3ccc(S(=O)(=O)NCC4CCCO4)cc3)sc2c1 (stereo not given),-6,1,-8,8,4,0,6,-25
CC1CCCC(C)N1C(=O)COC(=O)CN1C(=O)c2ccccc2C1=O (stereo not given),-2,-10,-5,-16,0,9,-2,1
COc1cc(C2N3CC4(C)CN2CC(C)(C3)C4)ccc1O (stereo not given),5,-2,-4,-13,-9,5,-11,8
CCCC(=O)NC(=S)Nc1ccccc1F,-5,10,4,-4,4,-11,0,-2
O=C(Nc1ccc(Cl)cc1)C1c2cccc[n+]2CC(=O)N1Cc1ccc2c(c1)OCO2 (stereo not given),-13,-6,-3,-7,6,1,-3,2
COC(=O)C1C(=O)OC(C)(C)C1C(C)C(=O)c1ccc(C)cc1C (stereo not given),-1,9,1,3,13,-3,12,1
CC(=O)Nc1ccc(S(=O)(=O)NCC(=O)OCC(=O)NCc2ccco2)cc1,-16,-3,-9,-15,-3,-3,-5,-13
O=C1OCc2ccc(NC(=O)c3c(F)cccc3Cl)cc21,-8,-3,4,5,2,8,-6,20
CN(C)CC1CCCCC1C1(O)c2ccccc2CSc2sccc21 (stereo not given),8,11,16,-7,4,-4,-15,3
Cc1cccc(C2CN(C)CCc3c2cc(O)c(O)c3Cl)c1 (stereo not given),9,-3,7,0,1,-16,7,11
COc1cc(OC)cc(OCC(O)Cn2ccnc2C)c1 (stereo not given),-7,1,4,-2,2,0,9,-1
O=C(NC1CCS(=O)(=O)C1)C1CCCCN1S(=O)(=O)c1ccc(Cl)cc1 (stereo not given),8,-13,-1,-2,-11,-29,8,15
COC(=O)c1c(-c2ccc(C)cc2)csc1NC(=S)NC(=O)c1cc(OC)cc(OC)c1,-3,-5,-14,10,-26,-9,33,-65
Cc1cc(OCC(O)CNC(C)(C)C)ccc1Cl (stereo not given),14,4,2,-3,4,4,14,12
Cc1ccc(C)c(-n2c(Cc3cc(=O)[nH]c(=O)[nH]3)nnc2SC(C)C)c1,nt,-4,8,1,6,0,-3,17
Cc1ccccc1-n1cc(CNCc2c(C(=O)N(C)C)nc3ccc(Cl)cn23)cn1,5,-2,-4,-6,11,-11,-19,2
Cc1cc(Br)ccc1NC(=O)CN(C)C(=O)c1ccc2ccccc2n1,-14,-14,5,-1,10,0,-29,-25
CN(C(=O)CSc1nc(C2CC2)n(-c2ccccc2)n1)C1CCS(=O)(=O)C1 (stereo not given),-5,2,-4,-5,10,3,-11,6
Cc1ccc(NC(=O)O/N=C2\CCCCC2c2ccc([N+](=O)[O-])cc2[N+](=O)[O-])cc1 (stereo not given),29,-3,-18,-1,2,7,2,-42
O=C(c1cccc(Br)c1)N1CCN(C(=O)N2CCOCC2)CC1,-12,-7,2,-2,15,2,8,-1
COc1cc(C2C(C#N)=C(N)Oc3n[nH]c(C)c32)ccc1OC(=O)c1ccccc1 (stereo not given),2,-6,-12,2,7,10,-5,12
CCOC(=O)C1C(C(=O)OC)=C(c2ccc(OC)cc2)c2ccccc2N1S(=O)(=O)C(F)(F)F (stereo not given),-5,-4,nt,nt,15,12,nt,18

# Rewritten with values under each structure: entries from further up.
# Screens in order – Gli-Sufu block	EBI2 block	UBC13 polyUb	SENP8 block	CCR6 antagonist	Apaf1 inhib	Jurkat NFkB inh	697 NFkB inh
CN(C)CC1CCCCC1C1(O)c2ccccc2CSc2sccc21 (stereo not given)
→ 8	11	16	-7	4	-4	-15	3
Cc1cccc(C2CN(C)CCc3c2cc(O)c(O)c3Cl)c1 (stereo not given)
→ 9	-3	7	0	1	-16	7	11
COc1cc(OC)cc(OCC(O)Cn2ccnc2C)c1 (stereo not given)
→ -7	1	4	-2	2	0	9	-1
O=C(NC1CCS(=O)(=O)C1)C1CCCCN1S(=O)(=O)c1ccc(Cl)cc1 (stereo not given)
→ 8	-13	-1	-2	-11	-29	8	15
COC(=O)c1c(-c2ccc(C)cc2)csc1NC(=S)NC(=O)c1cc(OC)cc(OC)c1
→ -3	-5	-14	10	-26	-9	33	-65
Cc1cc(OCC(O)CNC(C)(C)C)ccc1Cl (stereo not given)
→ 14	4	2	-3	4	4	14	12

# (continued)
SMILES,Gli-Sufu block,EBI2 block,UBC13 polyUb,SENP8 block,CCR6 antagonist,Apaf1 inhib,Jurkat NFkB inh,697 NFkB inh
CC(=O)Nc1ccc(NC(=O)c2ccc(NS(=O)(=O)c3cc(C(C)(C)C)cc(C)c3C)cc2)cc1,3,5,-2,5,7,-13,7,17
Oc1c(CN2CCOCC2)ccc2ccccc12,4,-7,18,4,9,1,24,-45
COc1ccc(-n2c(Cn3c(=O)sc4ccccc43)nnc2SCC(N)=O)cc1,1,4,27,-8,2,3,7,15
O=C(c1ccc(OC2CCN(C(=O)c3cccnc3)CC2)cc1)N1CCCCCC1,19,-4,1,-3,2,1,-3,-3
CC[N+]1(CC)CC2=Cc3ccccc3CC2C1 (stereo not given),1,6,12,-7,1,-10,2,18
Cc1sc2nc(CN3CCC(C)CC3)nc(Cl)c2c1C,nt,nt,-21,-11,nt,-5,-25,-10
O=C(CSc1ccccc1)Nc1ccc2c(c1)C(=O)NC2=O,15,4,0,-3,0,9,10,5
O=C1NC2(CCCCCC2)C(=O)N1Cc1ccc(Br)cc1,1,-7,-1,3,23,8,-8,-22
CCOC(=O)N1CCN(C(=O)CSCc2nc(-c3ccccc3F)oc2C)CC1,8,13,6,5,-3,13,-8,-22
CCN1C(=O)[C@H]2[C@H]3CN=C(SCc4ccc(C(=O)OC)cc4)N3[C@@](Cc3ccccc3)(C(=O)OC)[C@H]2C1=O,0,5,nt,nt,7,25,nt,-7
CCn1ccnc1CN1CCN(CC=C(C)C)C(CCO)C1 (stereo not given),-19,2,-2,-16,-4,-13,-2,-7
OC[C@@H]1[C@@H](c2ccccc2)C(c2ccccc2)=NN1c1ccccc1,-3,10,nt,nt,14,22,nt,-8
Cc1ccccc1C(=O)NC(=S)NCCC1=CCCCC1,-8,2,7,1,20,17,0,-8
CCc1cc(=O)oc2cc(OC(C)C(=O)O)c(Cl)cc12 (stereo not given),3,-4,4,-3,5,-5,4,6
CCN(C[C@H]1N[C@@](C)(C(=O)OC)[C@H]2C(=O)N(C)C(=O)[C@@H]12)S(=O)(=O)c1ccc(C(F)(F)F)cc1,2,-9,2,-7,3,-4,-15,-14
O=C(Cc1ccc(Cl)cc1)NC1CCS(=O)(=O)C1 (stereo not given),-7,3,10,-2,9,-10,5,12
CC(C)(C)c1cnnn1-c1ccc(/C=N/Nc2ccc([N+](=O)[O-])cc2)cc1,15,-8,-59,64*,20,7,-18,-10
CCOC(=O)/C=C1\CC(=O)Nc2nonc2N1,5,-14,2,-1,-2,-4,12,12
COC(=O)CN1C(=O)C(O)(CC(=O)c2cccc(Br)c2)c2ccccc21 (stereo not given),3,4,2,0,4,3,-3,8
NC(=O)CSc1nc2scc(-c3ccc(Cl)cc3)c2c(=O)n1Cc1ccccc1,26,36,-16,-5,27,47*,-17,-3
Cc1ccc(C)c(S(=O)(=O)N2CCN(C(=O)CSc3ccccc3)CC2)c1,4,57*,4,9,8,18,13,-12
C=CCSc1n[nH]c(=O)n1-c1cccc(C(F)(F)F)c1,-1,-18,1,0,11,0,-17,1
Cc1ccc(CCC(=O)Nc2ccc(C)c(C)c2)o1,-4,-5,-8,-5,2,5,-5,8
COc1ccccc1NC(=O)CSC(N)=O,-55,-9,14,-4,23,0,11,0
COc1ccc(/C=C/C(=O)Oc2cc(O)cc(O)c2)cc1,1,-4,7,-9,-4,7,12,1
# (next part)
SMILES,Gli-Sufu block,EBI2 block,UBC13 polyUb,SENP8 block,CCR6 antagonist,Apaf1 inhib,Jurkat NFkB inh,697 NFkB inh
CS(=O)(=O)Nc1cc2c3c(c1)CCC(=O)N3CCC2,-2,-4,-8,-10,2,-1,8,-21
C/C(=N\NC(=O)c1nn(C)cc1Br)c1ccc(NC(=O)c2ccncc2)cc1,-2,-4,-21,-2,10,-2,-5,-21
COc1cccc(NC(=O)CN(C)C(C)C(=O)Nc2ccc(C(C)=O)cc2)c1 (stereo not given),0,-17,-10,6,-4,-10,3,18
CCN1CCN(C(=O)c2cc(-c3ccco3)nc3ccccc23)CC1,3,-2,52*,-7,5,1,-13,-4
CCOC(=O)c1nn(-c2ccccc2)c2nnc(Cc3ccc(C)cc3)c(=O)n12,-9,-18,7,-1,6,-9,-4,-8
CCO[C@@H]1OC(C(=O)O)=C[C@H](c2ccc3c(c2)OCO3)[C@H]1CCCO,-3,-18,-6,-9,-11,-2,-4,22
O=C(Nc1ccc(N2CCOCC2)cc1N1CCOCC1)c1ncoc1-c1cccc(F)c1,6,32,1,1,9,18,6,-2

# Some of the compounds tested; count on the stated rates, not on these rows.
